# Assay outcomes deposited in PubChem by National Center for Advancing Translational Sciences (NCATS).
# Giardia kill: kills Giardia lamblia. Giardia lamblia trophozoite viability. activity change, % at 7.66 µM, hits read low. 0.15% of 340,000 active; in the data active means activity change below about -80%; inconclusive means between about -30% and that limit;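 further: parasites exposed to compound for two days anaerobically before the ATP read; on the % scale 0 is the no-effect control and ±100 the full control effect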
#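 Trophozoites 100 cells/well + cpd; 48 hrs, 37 deg C, anaerobic. ATPLite 1-Step added, 15-30 min RT, luminescence read (ATP-based viability).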
# Menin MLL FP TR: menin-MLL binding inhibition, Texas Red mutant peptide; 0.23% of 270,000 active; Menin + Texas Red MLL mutant peptide, fluorescence polarization; Potency, µM (titrated, usually from 61.6 µM), for inactives: at the highest dose FP activity change, negative = inhibition, hits mostly inhibitors; O00255; active means well fitted inhibition curve with a large enough effect in the polarisation, with a control signal flat, not every such curve was filed as active; inconclusive means small, poorly fitted or top-dose-only effect, or effect the other way, or a change in a side signal; inactive means no such curve, though single readings can be large or run the other way; the % refers to the polarisation; further: potency means the concentration at half of the fitted maximal effect; % of control where 0% means no effect; many of its hits are not listed in these tables
# Target sequence (O00255 whole entry, looked up): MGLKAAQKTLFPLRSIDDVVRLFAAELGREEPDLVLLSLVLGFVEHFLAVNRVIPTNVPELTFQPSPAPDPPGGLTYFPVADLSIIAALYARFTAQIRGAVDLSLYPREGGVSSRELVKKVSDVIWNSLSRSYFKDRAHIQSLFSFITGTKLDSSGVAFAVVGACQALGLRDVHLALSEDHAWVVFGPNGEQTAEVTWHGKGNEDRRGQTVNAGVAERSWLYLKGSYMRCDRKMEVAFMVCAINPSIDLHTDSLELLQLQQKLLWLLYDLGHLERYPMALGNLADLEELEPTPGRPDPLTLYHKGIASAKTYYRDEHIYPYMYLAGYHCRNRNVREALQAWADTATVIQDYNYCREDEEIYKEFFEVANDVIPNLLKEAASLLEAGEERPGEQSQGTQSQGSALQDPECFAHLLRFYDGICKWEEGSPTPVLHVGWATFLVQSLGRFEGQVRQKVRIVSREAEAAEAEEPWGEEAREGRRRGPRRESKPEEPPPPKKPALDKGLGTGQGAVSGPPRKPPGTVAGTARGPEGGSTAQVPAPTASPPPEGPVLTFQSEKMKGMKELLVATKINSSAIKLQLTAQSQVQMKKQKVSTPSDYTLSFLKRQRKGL
# ASM inhibitor: inhibitors of human secretory acid sphingomyelinase; Potency, µM (series often up to 57.5 µM), for inactives: at the highest dose activity change, negative = inhibition, usual class: inhibitors; P17405; placental ASM, HMU-PC fluorogenic substrate, 60 min; 0.006% of 340,000 active; further: potency means the concentration at half of the fitted maximal effect
#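 Fluorescence read-out (Ex 386 nm, Em 447 nm) after stopping the reaction at pH 10. Enzyme: ASM from human placenta; substrate HMU-PC0, 9 uM final; 60 min, 37 °C. Compound preincubation 10 min, ambient temperature.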
# B2AR arrestin: agonists driving beta-arrestin recruitment to human beta2-adrenergic receptor | P07550 | Potency, µM (doses to about 46.1 µM), for the others: at the highest dose activation, most hits filed as activators | beta-arrestin recruitment to beta2AR, cell-based reporter | 0.02% of 330,000 active;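 further: potency means the concentration at half of the fitted maximal effect; 0% = DMSO controls and full agonism = EC100 isoproterenol or metaproterenol; nearly all actives have a fitted effect of over 65% in size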
# Target sequence (P07550 whole entry, looked up): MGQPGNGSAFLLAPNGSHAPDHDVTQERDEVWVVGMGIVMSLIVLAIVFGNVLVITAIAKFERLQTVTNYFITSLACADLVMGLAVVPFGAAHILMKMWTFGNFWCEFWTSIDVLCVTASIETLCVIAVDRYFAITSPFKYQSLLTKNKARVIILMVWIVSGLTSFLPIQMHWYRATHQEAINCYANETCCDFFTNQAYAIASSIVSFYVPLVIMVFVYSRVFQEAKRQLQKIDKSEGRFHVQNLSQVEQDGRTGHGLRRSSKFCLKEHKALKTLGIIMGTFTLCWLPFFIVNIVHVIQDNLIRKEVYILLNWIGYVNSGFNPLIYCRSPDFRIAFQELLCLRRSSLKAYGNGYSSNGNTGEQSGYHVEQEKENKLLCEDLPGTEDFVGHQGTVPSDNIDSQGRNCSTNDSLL
# TSG101-PTAP inh: blocks PTAP/TSG101 interaction to inhibit HIV-1 budding. 340,000 tested, under 10 active. Fluorescence polarization, FITC-PTAP peptide / Tsg101 binding. Q99816. Potency, µM (highest dose often 115 µM), for the others: top-dose activity change, negative = inhibition, usual class: inhibitors. AID 493005; active means well fitted inhibition curve with a large enough effect in the main read-out, with a control signal flat, not every such curve was filed as active; inconclusive means small, poorly fitted or top-dose-only effect, or effect the other way, or a change in a side signal; inactive means no such curve, though single readings can be large or run the other way; further: potency means the concentration at half of the fitted maximal effect; % of control where 0% means no effect
#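 Compounds were pin-transferred onto Tsg101 binding domain (10 uM final) in HEPES pH 7.5 buffer, then FITC-PTAP peptide was added at 50 nM final. After 20 min at RT, polarization reported peptide displacement across a qHTS concentration series.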
# Chronic BCR inh: inhibitors of chronic active B-cell receptor signaling. Potency, µM (titrated, usually from 46.1 µM), for the others: top-dose ratio change, negative = lower green/red ratio, most hits filed as inhibitors. ABC-DLBCL IkBa-CBG/CBR reporter, luminescence ratio, 4 h. 0.05% of 340,000 active; active means well fitted inhibition curve with a large enough effect in the signal ratio, with a control signal flat, not every such curve was filed as active; inconclusive means small, poorly fitted or top-dose-only effect, or effect the other way, or a change in a side signal; the % refers to the signal ratio;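 further: potency means the concentration at half of the fitted maximal effect; plate controls were basal doxycycline-induced cells for no effect and cells given 10 µM MG132 for full effect; MG132 reads +100%, hits lower the ratio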
#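 Doxycycline induced both beetle luciferases in TMD8 lymphoma cells; IKK-driven degradation limits the IkappaBalpha-fused green signal, while red luminescence normalises for cell number and nonspecific effects. Compounds tested up to 46 uM, 4 hrs.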
# a7 integrin act: activates integrin-mediated alleviation for muscular dystrophy. alpha7betagal myoblasts, beta-gal FDG fluorescence, 48 h. Potency, µM (series often up to 38.3 µM), for inactives: top-dose activation, hits mostly activators. 0.064% of 350,000 active. AID 624291;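 further: potency means the concentration at half of the fitted maximal effect; 100% = response of the positive control SU9516; nearly all actives have a fitted effect of over 60% in size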
#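 Alpha7betagal+/- myoblasts (passage 13) were plated 16-24 hr, then exposed to compounds (1:260 dilution of DMSO stock) for 48 hours at 37C. After MPER lysis, β-galactosidase reporter activity was read as FDG fluorescence (ex 480/em 540) after 30 minutes.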
# PKM2 activator: activators of human pyruvate kinase M2. Potency, µM (titrated, usually from 57.5 µM), for the others: at the top dose activation, usual class: activators. 0.34% of 260,000 active. P14618. purified PKM2, Kinase-Glo ATP luminescence, activation; response scale: 0% is enzyme alone, no compound; further: potency means the concentration at half of the fitted maximal effect; on the % scale 0 is the no-effect control and ±100 the full control effect; nearly all actives have a fitted effect of over 55% in size
#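 Kinase-Glo luminescence reports ATP generated from ADP (0.1 mM) and PEP (0.5 mM) by purified hPK-M2 after 1 h at room temperature, pH 7.2 imidazole buffer; intermediate enzyme activity allows detecting inhibitors and activators.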
# Tb PFK inh: inhibitors of T. brucei phosphofructokinase; Potency, µM (doses to about 57.5 µM), inactives show top-dose activity, negative = inhibition, actives largely listed as inhibitors; T. brucei PFK, ADP-Glo luminescence; O15648; AID 485367; 0.17% of 330,000 active;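 further: potency means the concentration at half of the fitted maximal effect; 0% = uninhibited 1x PFK enzyme wells and -100% = no-enzyme wells; nearly all actives have a fitted effect of over 60% in size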
#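 ADP-Glo luminescence quantified ADP after 45 min at room temperature, with 1.25 nM T. brucei PFK, 0.1 mM ATP and 0.5 mM fructose-6-phosphate in pH 8.0 TEA buffer. qHTS titrations up to 57 µM; curves classified by quality.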
# GALK inhibitor: galactokinase (human) inhibition. AID 1868. P51570. 0.007% of 270,000 active. Potency, µM (top dose mostly 57.5 µM), for the others: top-dose activity change, negative = inhibition, hits mostly inhibitors. Purified GALK, Kinase-Glo residual ATP luminescence; further: potency means the concentration at half of the fitted maximal effect; on the % scale 0 is the no-effect control and ±100 the full control effect
#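 Galactose (100 uM) and ATP (35 uM) were turned over by 5 nM GALK for 1 h at RT. Kinase-Glo Plus then converted the remaining ATP into a luminescent signal.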
# Coupling enz: coupling enzyme interference in Giardia aldolase counter-screen; activity change, negative = inhibition, % at 58.2 µM, hits read low; AID 2472; coupling enzyme system counterscreen, AmpLite Red fluorescence; 0.67% of 290,000 active; in the data active means activity change below about -30%; further: on the % scale 0 is the no-effect control and ±100 the full control effect
#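 Compounds tested against the coupling enzymes alone at 57.5 uM final; readout was AmpLite Red fluorescence (525/598 nm) after 20 min at RT.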
# The depositor's hits bear a star; ? = inconclusive; . = no result given; [ ] = another dose, or the depositor's remark. Unless noted, the call rests on the fitted dose curve; in most records, active means well fitted curve in the direction sought with a large enough effect; inconclusive means small, poorly fitted or top-dose-only effect, or another doubt; inactive means no such curve, though single readings can be large; an effect the other way counts as inactive or inconclusive.
# Codes: A = Giardia kill; B = Menin MLL FP TR; C = ASM inhibitor; D = B2AR arrestin; E = TSG101-PTAP inh; F = Chronic BCR inh; G = a7 integrin act; H = PKM2 activator; I = Tb PFK inh; J = GALK inhibitor; K = Coupling enz
CCSC1=C(C#N)C(c2cccc(Br)c2)CC(=O)N1 (stereo not drawn)
  A = 4 | B = 9% | C = 3% | D = 0.0% | E = -15% | F = ? | G = -27% | H = -7% | I = -14% | J = -1% | K = 5
O=[N+]([O-])c1cccc(-c2ccc(C(=S)N3CCN(c4ccc(F)cc4)CC3)o2)c1
  A = -23 | B = -2% | C = -2% | D = -2.2% | E = -10% | F = 5% | G = 6% | H = -12% | I = 0% | J = 0% | K = -3
CN(C)CCNc1cc(-c2ccncc2)nc2ccccc12
  A = -2 | B = -10% | C = 7% | D = 0.0% | E = 5% | F = 0% | G = -18% | H = -2% | I = 0% | J = 0% | K = -1
Cc1ccccc1N(C)S(=O)(=O)c1nnc(NC(=O)c2ccccc2F)s1
  A = 3 | B = . | C = -3% | D = 0.2% | E = -5% | F = 16% | G = ? | H = . | I = 4% | J = -10% | K = .
CSCCC(NC(=O)c1ccco1)C(=O)NCCc1ccc(F)cc1 (stereo not drawn)
  A = -25 | B = . | C = 4% | D = -1.4% | E = 1% | F = 4% | G = 4% | H = . | I = 1% | J = . | K = .
Cc1ccc2occ(CN3CCN(c4ccccc4)CC3)c(=O)c2c1
  A = -6 | B = 8% | C = 6% | D = -0.3% | E = -5% | F = ? | G = 21% | H = 0% | I = 1% | J = 2% | K = 2
COc1ccc(C2/C=C\CN(CC(C)C)CC(=O)N2Cc2cccc(F)c2)cc1 (stereo not drawn)
  A = -16 | B = -15% | C = -9% | D = -0.4% | E = -4% | F = -2% | G = -7% | H = . | I = -1% | J = . | K = 0
CCOC(=O)c1ccc(NS(=O)(=O)c2c(C)nc3sccn3c2=O)cc1
  A = 11 | B = 1% | C = 0% | D = -0.2% | E = -3% | F = -25% | G = -26% | H = -6% | I = 0% | J = . | K = -1
O=C(Cn1nc(-c2ccccc2)ccc1=O)NCC1CCCO1 (stereo not drawn)
  A = -5 | B = -8% | C = -3% | D = -0.7% | E = -7% | F = -3% | G = -1% | H = 1% | I = -1% | J = -1% | K = 2
COc1ccc(C(=O)C(C)OC(=O)CCN2C(=O)C3CC=CCC3C2=O)cc1 (stereo not drawn)
  A = 36[activator] | B = . | C = -3% | D = 0.4% | E = -3% | F = 3% | G = ? | H = . | I = 5% | J = . | K = .
CN(C)c1ccc(-n2cc3c(=O)n(C)c(=O)n(C)c3c2)cc1
  A = -13 | B = -12% | C = 47%[activator] | D = -0.5% | E = -2% | F = 0% | G = -1% | H = 1% | I = 1% | J = 5% | K = -5
Oc1ccc(-n2nnnc2SCc2c(F)cccc2Cl)cc1
  A = -3 | B = 28% | C = -9% | D = 0.0% | E = -12% | F = -1% | G = -22% | H = . | I = -1% | J = -1% | K = 8
CCOc1ccc(CN(Cc2ccco2)C(c2cccs2)c2nnnn2C(C)(C)C)cc1 (stereo not drawn)
  A = 14 | B = 0% | C = -6% | D = -0.3% | E = -2% | F = 7% | G = 26% | H = -4% | I = 3% | J = 4% | K = 2
CN(CC(=O)Nc1ccccc1Cl)C(=O)COC(=O)C1=COCCO1
  A = 18 | B = . | C = -1% | D = -1.4% | E = 1% | F = -6% | G = -17% | H = . | I = 0% | J = . | K = .
CC1CCC/C(=C\Nc2ccc(C(=O)O)cc2)C1=O (stereo not drawn)
  A = -16 | B = 9% | C = 7% | D = -0.1% | E = -2% | F = . | G = 13% | H = -1% | I = 0% | J = -1% | K = 1
O=C(CCc1ccccc1)N/N=C\c1cc2c(cc1Br)OCO2
  A = -10 | B = 9% | C = 0% | D = -1.2% | E = 0% | F = -1% | G = -41% | H = 2% | I = -1% | J = 2% | K = 2
COc1ccccc1N1CCN(c2cc(N3CCCC3)nc(C)n2)CC1
  A = 6 | B = -24% | C = -7% | D = 1.0% | E = -6% | F = -11% | G = -3% | H = 1% | I = -5% | J = -2% | K = 2
CCc1nnc2sc(-c3ccc(NC(=O)c4ccco4)cc3)nn12
  A = -26 | B = ? | C = 9% | D = -1.6% | E = -5% | F = -21% | G = -2% | H = -2% | I = -1% | J = . | K = 2
CC(C)c1nnc(NC(=O)CCN2C(=O)c3ccccc3C2=O)s1
  A = 3 | B = -3% | C = 1% | D = 0.1% | E = -3% | F = 8% | G = 16% | H = 2% | I = -2% | J = 0% | K = -1
COC(=O)C1CCN(C(=O)c2ccc3nc(-c4cccc(OC)c4)oc3c2)CC1
  A = 5 | B = . | C = -1% | D = -0.4% | E = -1% | F = -3% | G = -14% | H = 2% | I = 0% | J = -4% | K = .
Cc1c(NC(=O)c2ncn[nH]2)cccc1-c1nc2ccccc2s1
  A = -16 | B = -17% | C = 7% | D = 0.2% | E = -9% | F = ? | G = 13% | H = -6% | I = 0% | J = 1% | K = 0
CNc1cc(N2CCCCCC2)ccc1[N+](=O)[O-]
  A = 0 | B = -8% | C = -17% | D = -0.9% | E = -6% | F = ? | G = -11% | H = -8% | I = -3% | J = . | K = -4
COc1cccc(C(=O)NNC(=O)C(=O)Nc2cccc3ccccc23)c1
  A = 6 | B = 24% | C = -5% | D = -0.3% | E = -2% | F = ? | G = 5% | H = . | I = -6% | J = -2% | K = 9
CC1=C(C(=O)N2CCOCC2)C(c2ccc(C)cc2)NC(=S)N1 (stereo not drawn)
  A = -10 | B = -12% | C = 5% | D = -0.9% | E = -5% | F = 16% | G = -12% | H = 4% | I = 0% | J = 0% | K = 3
COc1ccc(S(=O)(=O)NCC(=O)NCc2cc(=O)n(C)c(=O)n2C)cc1
  A = 6 | B = -11% | C = 0% | D = -0.7% | E = -2% | F = -2% | G = 0% | H = 1% | I = -2% | J = . | K = -1

# Brought forward from above: two compounds; new compounds follow.
# Codes: A = Giardia kill; B = Menin MLL FP TR; C = ASM inhibitor; D = B2AR arrestin; E = TSG101-PTAP inh; F = Chronic BCR inh; G = a7 integrin act; H = PKM2 activator; I = Tb PFK inh; J = GALK inhibitor; K = Coupling enz
CC1=C(C(=O)N2CCOCC2)C(c2ccc(C)cc2)NC(=S)N1 (stereo not drawn)
  A = -10 | B = -12% | C = 5% | D = -0.9% | E = -5% | F = 16% | G = -12% | H = 4% | I = 0% | J = 0% | K = 3
COc1ccc(S(=O)(=O)NCC(=O)NCc2cc(=O)n(C)c(=O)n2C)cc1
  A = 6 | B = -11% | C = 0% | D = -0.7% | E = -2% | F = -2% | G = 0% | H = 1% | I = -2% | J = . | K = -1
Cc1cc(-c2n[nH]c(=S)n2/N=C/C=C/c2ccccc2)n[nH]1
  A = -6 | B = 8% | C = -2% | D = -0.3% | E = -2% | F = 3% | G = -38% | H = -4% | I = -6% | J = . | K = 0
COc1cc(OC)c(OC)cc1/C=C1\SC(N2CCCCC2)=NC1=O
  A = 10 | B = 24% | C = 10% | D = -0.6% | E = 3% | F = -7% | G = ? | H = . | I = 1% | J = 5% | K = 1
COc1cccc(CNC(=O)C2CCCN(C(=O)c3ccc(Cl)cc3)C2)c1 (stereo not drawn)
  A = -1 | B = . | C = 5% | D = 0.0% | E = -2% | F = 1% | G = -10% | H = . | I = 12% | J = . | K = .
COc1ccccc1N1CCN(C(=O)c2ccc(CN3CCOCC3)cc2)CC1
  A = -21 | B = 1% | C = -2% | D = -0.2% | E = 0% | F = -1% | G = 11% | H = . | I = -3% | J = 10% | K = 3
Cc1ccccc1-c1cc(C(=O)NCc2ccco2)n(CC2CC(c3cccnc3)=NO2)n1 (stereo not drawn)
  A = -12 | B = . | C = -4% | D = -0.5% | E = -7% | F = -8% | G = -25% | H = . | I = 3% | J = . | K = .
Cc1ccc(S(=O)(=O)N/N=C/c2ccc(OCC(=O)N3CCOCC3)cc2)cc1
  A = 26 | B = -15% | C = -2% | D = -0.3% | E = 1% | F = 0% | G = 13% | H = 0% | I = 2% | J = 6% | K = 9
O=C(c1cccc(S(=O)(=O)NCc2ccccc2)c1)N1CCCC(C(F)(F)F)C1 (stereo not drawn)
  A = 6 | B = . | C = -1% | D = -0.1% | E = -5% | F = 1% | G = 0% | H = . | I = -6% | J = . | K = .
Cc1c(C)n2c(SCC(=O)N3CC(C)OC(C)C3)nnc2[nH]c1=O (stereo not drawn)
  A = -4 | B = . | C = -1% | D = 0.1% | E = -2% | F = 0% | G = 1% | H = . | I = -4% | J = . | K = .

# An excerpt, so the mix of outcomes need not match the whole.
